Rv3671c inh – inhibits the M. tuberculosis serine protease Rv3671c; P9WHR9; inhibition, % at 5.96 µM; AID 2606; actives 0.048% (n = 320,000); in the data active = inhibition above about 38%;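 also: extracellular domain of Rv3671c used as enzyme; 0% = enzyme with DMSO and 100% = no enzyme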
Target sequence (P9WHR9 whole entry, looked up, the tested form may be a part): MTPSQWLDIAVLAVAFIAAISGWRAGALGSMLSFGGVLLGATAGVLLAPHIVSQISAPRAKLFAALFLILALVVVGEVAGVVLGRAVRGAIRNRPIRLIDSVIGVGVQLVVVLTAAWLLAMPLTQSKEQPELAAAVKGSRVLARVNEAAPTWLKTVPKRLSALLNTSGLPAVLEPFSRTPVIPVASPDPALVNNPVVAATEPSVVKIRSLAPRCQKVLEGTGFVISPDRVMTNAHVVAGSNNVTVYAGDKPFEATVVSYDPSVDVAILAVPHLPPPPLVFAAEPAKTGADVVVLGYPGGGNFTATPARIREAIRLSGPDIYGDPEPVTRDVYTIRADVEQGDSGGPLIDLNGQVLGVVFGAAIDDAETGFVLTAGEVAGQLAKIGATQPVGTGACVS
BoNT-A LC inh2 – BoNT A light chain protease inhibition; multiplex microsphere protease substrate cleavage, flow cytometry; inhibition, % at 10 µM; actives 0.17% (n = 360,000); also: plate controls were buffer without enzyme for full effect and enzyme alone for no effect
CCHFV vOTU inh – blocks the CCHF virus ovarian tumor domain protease. inhibition, % at 11.5 µM. AID 651958. CCHFV vOTU protease, Pep-AMC fluorescence. actives 0.55% (n = 370,000); in the data active = inhibition above about 30%; also: 0% = vehicle wells with enzyme and 100% = no enzyme wells
Anthrax LF prot – inhibitors of Bacillus anthracis lethal factor protease; P15917; AID 588501; multiplex microsphere protease cleavage assay, LF; inhibition, % at 10 µM; actives 0.12% (n = 360,000); also: plate controls were buffer without enzyme for full effect and enzyme alone for no effect
SSB-PriA inh – K. pneumoniae PriA-SSBct interaction inhibition; actives 0.6% (n = 430,000); inhibition, % at 33 µM; AlphaScreen SSBct-PriA binding, biotinylated peptide; in the data active = inhibition mostly above about 37%, no sharp cut-off; inactive = mostly below about 20%;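 also: plate controls were negative control peptide for no effect and reference peptide for full effect; strong numbers were not always called active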
3CLpro inhibitor – SARS-CoV 3CLpro protease inhibition | recombinant SARS-CoV 3CLpro, quenched FRET peptide cleavage | inhibition, % at 6 µM | actives 0.14% (n = 290,000); in the data active = inhibition above about 12%
BoNT F protease – inhibitors of Botulinum neurotoxin F light chain protease | Multiplex microsphere protease cleavage assay, flow cytometry | inhibition, % at 10 µM | actives 0.22% (n = 360,000) | AID 588497; in the data active = inhibition above about 35%, passing the limit was not always enough; inconclusive = no clear call, values can overlap the other calls; also: plate controls were buffer without enzyme for full effect and enzyme alone for no effect
PrPC surface inh – cell surface PrPC inhibition, primary TR-FRET screen; P04156; TR-FRET read-out; inhibition, % at 13.8 µM; actives 0.43% (n = 370,000); AID 720596; in the data active = inhibition above about 24%; also: 0% = median of the test wells and 100% = reference compound wells
MazF activator – activators of E. coli MazEF toxin-antitoxin RNase | P0AE70 | FAM/BHQ RNA-DNA oligo cleavage fluorescence, 5 h | activation, % at 20 µM | actives 0.32% (n = 350,000); in the data active = activation above about 50%
Target sequence (P0AE70 whole entry, looked up): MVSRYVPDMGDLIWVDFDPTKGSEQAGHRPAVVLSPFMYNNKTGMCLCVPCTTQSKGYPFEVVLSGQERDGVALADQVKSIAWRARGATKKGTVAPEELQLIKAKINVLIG
VHR inh abs – inhibitors of human VHR1 phosphatase (DUSP3) | recombinant VHR phosphatase, pNPP absorbance | inhibition, % at 13.3 µM | P51452 | actives 0.52% (n = 290,000) | AID 1654; in the data active = inhibition above about 50%; also: some compounds called inactive have numbers as strong as hits
Target sequence (P51452 whole entry, looked up): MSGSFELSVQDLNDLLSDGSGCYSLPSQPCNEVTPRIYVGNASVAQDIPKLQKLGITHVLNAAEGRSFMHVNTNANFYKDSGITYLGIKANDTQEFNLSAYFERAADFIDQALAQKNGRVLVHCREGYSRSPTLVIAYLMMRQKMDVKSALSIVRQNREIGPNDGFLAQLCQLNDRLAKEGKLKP
The depositor's hits bear a star; u = inconclusive; x = not tested or not shown; & = joins results of further samples. Rule as the data show it, unless noted: active = inhibition above about 30%; inconclusive = no clear call, values can overlap the other calls; inactive = below that. This is a subset; count on the stated rates, not on these rows.

Field names – A = Rv3671c inh; B = BoNT-A LC inh2; C = CCHFV vOTU inh; D = Anthrax LF prot; E = SSB-PriA inh; F = 3CLpro inhibitor; G = BoNT F protease; H = PrPC surface inh; I = MazF activator; J = VHR inh abs
> C=CCN1C(=O)C(Cc2ccc(C)cc2)S/C1=N/N=C/c1ccco1 (centres undefined)
  A: -12	B: -0.9	C: 18	D: -3	E: x	F: 1	G: -5	H: 7	I: -6	J: 3
> COc1ccc(C(c2nnnn2Cc2ccccc2)N2CCC(n3c(=O)[nH]c4ccccc43)CC2)cc1 (centres undefined)
  A: x	B: -0.2	C: 11	D: 0	E: x	F: x	G: -1	H: 12	I: x	J: x
> N#Cc1ccc(NC(=O)CNc2cc(S(=O)(=O)N3CCOCC3)ccc2NCC2CCCO2)cc1 (centres undefined)
  A: -3	B: 1.8	C: 0	D: 2	E: -6	F: 4	G: -2	H: 3	I: -2	J: 11
> O=C(CSc1nnc(CNC(=O)c2ccco2)o1)Nc1cccc(F)c1
  A: 3	B: 1.2	C: -15	D: 4	E: -3	F: 8	G: 4	H: -2	I: 5	J: -27
> Cc1noc(C)c1-c1ccc(C(=O)NCc2ccccc2)c2occc12
  A: x	B: -0.3	C: 0	D: -2	E: x	F: x	G: 2	H: 12	I: x	J: x
> O=C(N/C(=C\c1cccc([N+](=O)[O-])c1)C(=O)N1CCOCC1)c1cccc(Br)c1
  A: 1	B: -1.1	C: 10	D: -2	E: 0	F: -3	G: -4	H: -3	I: 1	J: 11
> CCCOc1ccc(C(O)C(CN2CCOCC2)c2ccccc2)cc1 (centres undefined)
  A: 6	B: 0.0	C: 5	D: -2	E: -10	F: 0	G: 0	H: 2	I: 7	J: 7
> CCCCn1nnnc1C(c1cc2ccccc2o1)N1CCCC1 (centres undefined)
  A: x	B: 0.1	C: 17	D: 4	E: x	F: x	G: -2	H: 3	I: x	J: x
> CC(=O)Nc1ccc(NC(=O)CSc2ncnc3c2cnn3Cc2ccccc2)cc1
  A: -3	B: -1.1	C: -12	D: -5	E: -6	F: -2	G: -5	H: 5	I: 1	J: -3
> Cc1ccc(C)c(OCC(=O)Nc2ccc(S(=O)(=O)Nc3ccccn3)cc2)c1C
  A: -7	B: -0.1	C: -1	D: -2	E: -3	F: 4	G: -3	H: -1	I: -1	J: 0
> CCO[C@@H]1OC(C(=O)NC2CC2)=C[C@H](c2c[nH]c3ccccc23)[C@H]1CCCO
  A: 1	B: 0.6	C: -9	D: -3	E: -16	F: x	G: -1	H: -4	I: 6	J: 38
> Nc1ccc(CCNc2ncnc3c2ncn3[C@@H]2O[C@H](CO)[C@@H](O)[C@H]2O)cc1
  A: 5	B: -0.1	C: 1	D: 1	E: -3	F: x	G: -3	H: 3	I: -5	J: x
> CCCC(=O)OCC(=O)NC1CCCc2ccccc21 (centres undefined)
  A: -1	B: 0.9	C: -11	D: 7	E: 3	F: 0	G: -5	H: -1	I: 4	J: 10
> C=C(C)COc1ccc(-c2[nH]ncc2-c2ccccc2)c(O)c1
  A: 1	B: -0.2	C: 10	D: -6	E: -12	F: 3	G: -9	H: -4	I: -6	J: 16
> NC(=O)CC(NC(=O)Cc1cccc2ccccc12)c1ccc(N2CCN(c3ccccc3)CC2)c([N+](=O)[O-])c1 (centres undefined)
  A: -3	B: -0.5	C: -4	D: 0	E: -5	F: x	G: 1	H: -2	I: -3	J: -5
> CCc1ccccc1NC(=S)NCCSc1ccc(Cl)cc1
  A: -20	B: -0.3	C: 6	D: -8	E: -4	F: 7	G: -6	H: 3	I: -1	J: 16
> CC(C)Cc1nnc(NC(=O)CCC(=O)Nc2ccccc2F)s1
  A: 3	B: -5.5	C: -4	D: -6	E: 6	F: 1	G: u	H: 7	I: 3	J: 8
> O=C(Nc1cccc(F)c1)c1cc(S(=O)(=O)N2CCC3(CC2)OCCO3)ccc1F
  A: -2	B: x	C: -6	D: x	E: x	F: 2	G: x	H: 4	I: x	J: 7
> O=C(/C=C/c1ccc2ccccc2n1)c1cc(Br)ccc1O
  A: -1	B: 2.5	C: -4	D: -5	E: 7	F: 4	G: -7	H: 8	I: -6	J: -15
> CC1CCN(C(=O)CSc2nnc(-c3ccco3)o2)CC1
  A: 2	B: -0.8	C: 2	D: -8	E: 5	F: -3	G: -8	H: -4	I: -1	J: 5
> Cc1cc(C)c(C#N)c(SCC(=O)N2CCN(Cc3ccccc3)CC2)n1
  A: 3	B: -1.6	C: 11	D: -4	E: -18	F: 0	G: u	H: 1	I: 6	J: 19
> N#CN=C(N)c1ccccc1
  A: 8	B: 0.6	C: -5	D: 0	E: -5	F: 3&0	G: -4	H: 3	I: 3	J: 18&26
> CCCn1c(=S)[nH]c2cc(C(=O)N3CCc4ccccc43)ccc2c1=O
  A: 1	B: -1.8	C: -9	D: -1	E: -3	F: -2	G: -3	H: -2	I: 7	J: 21
> Cc1cc(C(=O)N2CCC(CO)(Cc3cccc(C(F)(F)F)c3)CC2)n[nH]1
  A: 1	B: 0.2	C: 11	D: 1	E: -7	F: 0	G: 4	H: 4	I: 4	J: -31
> N#CCOc1ccccc1/C=N/n1nnnc1N
  A: -6	B: 1.8	C: -4	D: -2	E: x	F: -2	G: u	H: -5	I: -1	J: 43

Some of the entries so far, in markdown:
| Compound | Rv3671c inh | BoNT-A LC inh2 | CCHFV vOTU inh | Anthrax LF prot | SSB-PriA inh | 3CLpro inhibitor | BoNT F protease | PrPC surface inh | MazF activator | VHR inh abs |
| --- | --- | --- | --- | --- | --- | --- | --- | --- | --- | --- |
| Cc1noc(C)c1-c1ccc(C(=O)NCc2ccccc2)c2occc12 | x | -0.3 | 0 | -2 | x | x | 2 | 12 | x | x |
| O=C(N/C(=C\c1cccc([N+](=O)[O-])c1)C(=O)N1CCOCC1)c1cccc(Br)c1 | 1 | -1.1 | 10 | -2 | 0 | -3 | -4 | -3 | 1 | 11 |
| CCCOc1ccc(C(O)C(CN2CCOCC2)c2ccccc2)cc1 (centres undefined) | 6 | 0.0 | 5 | -2 | -10 | 0 | 0 | 2 | 7 | 7 |
| CCCCn1nnnc1C(c1cc2ccccc2o1)N1CCCC1 (centres undefined) | x | 0.1 | 17 | 4 | x | x | -2 | 3 | x | x |
| CC(=O)Nc1ccc(NC(=O)CSc2ncnc3c2cnn3Cc2ccccc2)cc1 | -3 | -1.1 | -12 | -5 | -6 | -2 | -5 | 5 | 1 | -3 |
| Cc1ccc(C)c(OCC(=O)Nc2ccc(S(=O)(=O)Nc3ccccn3)cc2)c1C | -7 | -0.1 | -1 | -2 | -3 | 4 | -3 | -1 | -1 | 0 |
| CCO[C@@H]1OC(C(=O)NC2CC2)=C[C@H](c2c[nH]c3ccccc23)[C@H]1CCCO | 1 | 0.6 | -9 | -3 | -16 | x | -1 | -4 | 6 | 38 |
| Nc1ccc(CCNc2ncnc3c2ncn3[C@@H]2O[C@H](CO)[C@@H](O)[C@H]2O)cc1 | 5 | -0.1 | 1 | 1 | -3 | x | -3 | 3 | -5 | x |

Going on with the list:
Field names – A = Rv3671c inh; B = BoNT-A LC inh2; C = CCHFV vOTU inh; D = Anthrax LF prot; E = SSB-PriA inh; F = 3CLpro inhibitor; G = BoNT F protease; H = PrPC surface inh; I = MazF activator; J = VHR inh abs
> Cc1ccc(S(=O)(=O)N2CCN(c3ncnc4scc(-c5ccc(F)cc5)c34)CC2)cc1
  A: -1	B: x	C: 3	D: x	E: 0	F: x	G: x	H: 5	I: -10	J: x
> CCOc1ccc(N2C(=O)CCC2=O)cc1
  A: 7	B: -0.5	C: 1	D: -9	E: -13	F: -2	G: -3	H: -2	I: -1	J: -2
> Cc1ccc(Cc2c(-c3ccc(C#N)cc3)nc3ccc(Br)cn23)cc1
  A: x	B: 4.6	C: 5	D: 10	E: x	F: x	G: 3	H: 42*	I: -17	J: x
> CCC1CCCCN1CCCNC(=O)c1cc2c(Cl)nc3ccccc3c2s1 (centres undefined)
  A: 3	B: 0.9	C: 9	D: -2	E: -3	F: -13	G: 1	H: -2	I: 22	J: 7
